4MU fluor: 4-MU region autofluorescence; compound autofluorescence, 340/450 nm, 4-MU equivalents; active compounds read high; max dye-equivalent concentration, M; 59,000 tested, 11% active; in the data active means max dye-equivalent concentration above about 10 nM; inconclusive means mostly about 1.1 nM to 9.6 nM
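Intrinsic fluorescence at 340/450 nm (ex/em) was read after 15 min at room temperature in pH 8.0, 100 mM Tris. Each compound concentration expressed as 4-MU-equivalent concentration from a six-point 4-MU standard series on each plate.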
Fluorescein autfl: fluorescein region autofluorescence | Compound autofluorescence, 480/540 nm, fluorescein-equivalent; active compounds read high | max fluorescein-equivalent concentration, M | 59,000 tested, 0.91% active; in the data active means max fluorescein-equivalent concentration above about 10 nM; inconclusive means between about 1.1 nM and that limit
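Each compound is tested across a concentration series in 100 mM Tris buffer at pH 8.0. After 15 min at room temperature, plates are imaged with 480 nm excitation and 540 nm emission filters, and intensities are converted to fluorescein-equivalent values.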
HEK293 cAMP cs: counter-screen for TSHR agonists: cAMP increase in parental HEK293 | parental HEK293 CNG cAMP sensor, membrane potential fluorescence | Potency, µM (highest dose often 57.1 µM), without a hit: top-dose activation, most hits filed as activators | 73,000 tested, 2.5% active | AID 938; further: potency means the concentration at half of the fitted maximal effect; % of control where 0% means no effect; nearly all actives have a fitted effect of over 55% in size
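Counterscreen for endogenous-receptor signalling: CNG-channel HEK 293 cells report cAMP rise by membrane depolarization. After 60 min dye equilibration with 100 uM RO 20-1724, compounds incubated 30 min before bottom-read fluorescence at 590 nm.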
Casp1 inh: caspase-1 (human) inhibition, allosteric or competitive; AID 900; P29466; 75,000 tested, 0.03% active; Potency, µM (series often up to 57.5 µM), for the others: top-dose activity change, negative = inhibition, hits mostly inhibitors; Caspase-1 enzyme, Ac-WEHD-AFC fluorogenic rate;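 further: potency means the concentration at half of the fitted maximal effect; plate controls were vehicle for no effect and no substrate for full effect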
BRCT inh red: BRCT-phosphoprotein interaction inhibition (red fluorophore); AID 892; BRCT-phosphopeptide binding, red fluorescence polarization; Potency, µM (series often up to 76.9 µM), for the others: at the top dose activity change, negative = inhibition, actives largely listed as inhibitors; P38398; 75,000 tested, 0.03% active; further: on the % scale 0 is the no-effect control and ±100 the full control effect
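Fluorescence polarization: 100 nM His-tagged BRCA1 BRCT with 100 nM TAMRA-labelled phospho-BACH1 decapeptide, phosphate buffer pH 7.3 with 150 mM NaCl, DTT, 0.01% Tween 20; 12 min RT. Binding inhibition seen as FP decrease.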
Ub-GFP proteasome: inhibits proteasome, raising ubiquitin-GFP reporter fluorescence. Ubiquitin-GFP reporter cells, proteasome inhibition, GFP fluorescence; response scale: untreated = 0%, 10 µM MG-132 = 100%. 67,000 tested, under 10 active. Potency, µM (titrated, usually from 45.9 µM), without a hit: at the top dose activation (GFP accumulation), most hits filed as activators; active means well fitted activation curve with a large enough effect, not every such curve was filed as active; inconclusive means small, poorly fitted or top-dose-only effect, or another doubt; inactive means no such curve, though single readings can be large or run the other way; further: potency means the concentration at half of the fitted maximal effect
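U2OS cells stably expressing ubiquitin(G76V)-GFP, seeded overnight in 0.5% FBS medium, were exposed to compounds (qHTS, 46 uM to 2.9 nM) for 4 hr at 37 °C. GFP-positive cells were counted by laser cytometry (488 ex/515 em), normalized between basal and 10 uM MG-132.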
USP2a inhib: blocks human ubiquitin-specific protease USP2a; O75604; USP2a enzymatic assay, qHTS inhibition; Potency, µM (top dose mostly 38.3 µM), for inactives: at the highest dose activity change, negative = inhibition, usual class: inhibitors; 60,000 tested, 0.1% active; AID 927;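 further: potency means the concentration at half of the fitted maximal effect; nearly all actives have a fitted effect of over 60% in size; plate controls were DMSO for no effect and NEM full inhibition control for full effect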
Target sequence (O75604 whole entry, looked up): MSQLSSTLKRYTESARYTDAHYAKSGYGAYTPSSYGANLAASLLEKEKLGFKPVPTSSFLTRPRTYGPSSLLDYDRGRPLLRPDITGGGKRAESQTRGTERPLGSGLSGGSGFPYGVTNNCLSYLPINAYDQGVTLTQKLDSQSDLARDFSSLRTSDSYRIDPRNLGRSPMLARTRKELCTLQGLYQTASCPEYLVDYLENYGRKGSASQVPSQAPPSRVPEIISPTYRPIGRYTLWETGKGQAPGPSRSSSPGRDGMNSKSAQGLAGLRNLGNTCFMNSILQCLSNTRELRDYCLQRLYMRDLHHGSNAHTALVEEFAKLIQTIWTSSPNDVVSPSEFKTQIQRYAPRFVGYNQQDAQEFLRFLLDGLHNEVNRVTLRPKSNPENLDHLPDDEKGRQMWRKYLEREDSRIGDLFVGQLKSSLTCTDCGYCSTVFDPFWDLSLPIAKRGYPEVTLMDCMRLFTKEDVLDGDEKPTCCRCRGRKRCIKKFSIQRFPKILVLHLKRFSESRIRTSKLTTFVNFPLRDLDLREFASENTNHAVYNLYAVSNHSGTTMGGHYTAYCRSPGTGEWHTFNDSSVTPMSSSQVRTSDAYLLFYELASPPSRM
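USP2 core (20nM final) preincubated 30 min RT with compound, then Ub-PLA2 20nM and NBD C6-HPC 20uM final added; buffer 20mM Tris-HCl pH 8.0, 2mM CaCl2. Fluorescence Ex 460/Em 535 read at 0 and 2.5 h; normalized to NEM.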
BRCT PPI green: blocks human BRCA1 BRCT binding to phosphopeptide, green readout; 75,000 tested, 0.05% active; P38398; Potency, µM (doses to about 76.9 µM), inactives show at the highest dose activity change, negative = inhibition, usual class: inhibitors; BRCA1 BRCT-phosphopeptide binding, green fluorescence polarization;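 further: potency means the concentration at half of the fitted maximal effect; plate controls were peptide without protein for full effect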
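Fluorescence polarization: His-tagged BRCT (~35 kDa BRCA1 C-terminus, 250 nM) bound to 100 nM fluorescein-labeled phosphorylated 10-aa BACH1 peptide, pH 7.3 phosphate buffer with DTT and Tween 20. Compounds incubated 12 min at room temperature; inhibition read as lowered polarization.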
Caspase-7 inhib: caspase-7 (human) inhibition, allosteric or competitive | AID 889 | recombinant caspase-7, Ac-DEVD-AFC fluorescence rate | Potency, µM (highest dose often 57.5 µM), for inactives: at the top dose activity change, negative = inhibition, hits mostly inhibitors | 75,000 tested, 0.02% active | P55210; active means well fitted inhibition curve with a large enough effect in the main read-out, with a control signal flat, not every such curve was filed as active; inconclusive means small, poorly fitted or top-dose-only effect, or a change in a side signal; further: potency means the concentration at half of the fitted maximal effect; % of control where 0% means no effect
Target sequence (P55210 24-198 limits assumed): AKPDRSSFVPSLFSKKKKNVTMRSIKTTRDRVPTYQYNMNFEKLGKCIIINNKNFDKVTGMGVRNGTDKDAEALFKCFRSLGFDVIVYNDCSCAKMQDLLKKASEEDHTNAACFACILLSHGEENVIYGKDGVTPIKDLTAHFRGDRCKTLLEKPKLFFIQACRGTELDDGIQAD
Target sequence (P55210 207-303 limits assumed): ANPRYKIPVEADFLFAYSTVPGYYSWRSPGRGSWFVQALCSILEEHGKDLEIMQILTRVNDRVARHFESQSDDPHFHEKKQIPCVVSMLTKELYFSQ
GFP derepression: epigenetic modulators derepressing GFP locus in mouse cells. 68,000 tested, 0.09% active. Potency, µM (titrated, usually from 46.1 µM), for the others: at the top dose GFP derepression (activation). mouse C127i GFP locus derepression, cytometry, 30 h; further: % of control where 0% means no effect
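Murine C127i mammary cells carrying a silenced, stably integrated CMV-driven GFP reporter were treated with compound for 30 hours at 37 C. After PBS washes, GFP-positive cells were counted by laser-scanning microplate cytometry.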
A350 autofl: A350 region autofluorescence | Compound autofluorescence, 340/450 nm, Alexa 350 dye-equivalents; active compounds read high | max dye-equivalent concentration, M | 59,000 tested, 11% active; in the data active means max dye-equivalent concentration above about 10 nM; inconclusive means mostly about 1.1 nM to 9.6 nM
The depositor's hits bear a star; i = inactive; ? = inconclusive; . = not tested or not shown; [ ] = dose if it differs, or a comment. Unless noted, the call rests on the fitted dose curve; in most records, active means well fitted curve in the direction sought with a large enough effect; inconclusive means small, poorly fitted or top-dose-only effect, or another doubt; inactive means no such curve, though single readings can be large; an effect the other way counts as inactive or inconclusive. An excerpt (hit frequency here may not be typical).

SMILES | 4MU fluor | Fluorescein autfl | HEK293 cAMP cs | Casp1 inh | BRCT inh red | Ub-GFP proteasome | USP2a inhib | BRCT PPI green | Caspase-7 inhib | GFP derepression | A350 autofl
Cc1cc(NCCN2CCOCC2)n2nc(C)c(-c3ccccc3)c2n1 | ? | i | -4.1% | -1.1% | 0.4% | 19.3% | 5.8% | -2.1% | 1.0% | 1.6% | ?
COCC(COCCCNC(=O)Nc1ccc(Br)cc1)OC (stereo not drawn) | . | . | 9.6% | -2.9% | 1.5% | 4.3% | 2.9% | -1.3% | 0.4% | -1.8% | .
COc1ccc(OC)c2[nH]c(=O)c(CCNS(=O)(=O)c3ccccc3)cc12 | ? | i | 19.6% | -1.5% | 0.1% | 5.7% | 10.2% | -2.9% | -1.9% | 1.8% | ?
COc1ccccc1CNc1cc(-c2ccccc2OC)ncn1 | i | ? | 15.8µM* | -0.4% | 2.3% | 2.7% | 20.3% | -5.0% | -0.5% | 2.2%[9.22 µM] | i
CCN(CC)S(=O)(=O)c1ccc2[nH]cc(C(=O)NCCC3=CCCCC3)c(=O)c2c1 | i | i | -9.9% | -4.7% | -2.0% | -7.1% | 34.6%[activator] | 6.1% | -18.9% | 1.6% | i
COC(=O)c1c(NC(=O)c2ccc(C)o2)sc2c1CCCCC2 | 6.58e-08M* | i | 20.0% | ? | -0.5% | -1.2% | 2.6% | 1.4% | -16.7% | 2.6% | 3.24e-08M*
COc1cccc(-c2nc(CS(=O)(=O)CC(=O)NCc3ccc(Cl)cc3)c(C)o2)c1 | . | . | 9.4% | 1.0% | 0.6% | 2.9% | . | -1.8% | 0.7% | -6.6% | .
Cc1ccc(S(=O)(=O)O)c(C)c1N1CCCC1=O | i | ? | 0.5% | 1.0% | 0.2% | 6.5% | -8.7% | 1.5% | 1.0% | 0.0% | i
COc1ccc(-c2cc(C(=O)NCc3cccnc3)no2)cc1OC | i | i | -1.4% | 1.3% | -0.2% | ? | -3.2% | -0.5% | -0.5% | -1.2% | i
O=C1CCCN1CC(CN1CCOCC1)Sc1nnnn1-c1ccccc1 (stereo not drawn) | i | ? | 6.6% | -2.4% | 0.9% | 2.6% | 4.2% | -1.9% | 0.2% | 0.4% | i
COCCn1c(COc2cccc(OC)c2)nnc1SCC(=O)N1CCOCC1 | i | i | -0.4% | -0.5% | -3.1% | -5.2% | 2.2% | -0.5% | -0.7% | -0.5% | i
CCCCNC(=O)c1cc(-c2ccc(OC)cc2)on1 | ? | i | 17.7% | -2.3% | -3.3% | -7.4% | 4.1% | -1.1% | -0.8% | 2.4% | ?
O=C1c2ccccc2C(O)N1c1cccnc1 (stereo not drawn) | . | . | 0.9% | -2.2% | 0.4% | 1.7% | . | -0.1% | 0.3% | . | .
O=S(=O)(c1cccc(-c2nnc(-c3cccnc3)o2)c1)N1CCCCC1 | . | . | 9.3% | 0.7% | -2.3% | -19.9% | 5.6% | 1.5% | -0.2% | -4.2% | .
COc1ccc(C2OC(=O)CC2C(=O)NC2CCCCCC2)cc1OC (stereo not drawn) | i | i | 10.6% | 0.3% | 0.5% | 3.3% | 1.8% | -0.8% | -1.2% | 0.0% | i
CCN1CCN(C(=O)c2ccccc2N(Cc2ccccc2)S(C)(=O)=O)CC1 | i | i | ? | -0.4% | -1.2% | 2.3% | 4.0% | -2.0% | 1.9% | 0.0% | i
O=C(CSc1nc2c(c(=O)n1-c1ccc(Br)cc1)SCC2)NCC1CCCO1 (stereo not drawn) | i | i | 19.7% | 2.0% | -1.0% | 10.5% | 7.0% | -1.0% | -0.1% | 0.1% | i
CCCn1[nH]cc(SC)c(=O)c1=O | . | . | 9.1% | -1.8% | -1.0% | 16.1% | -1.2% | -2.5% | 0.5% | 0.0% | .
CC(=O)c1cnc2nc(C(F)(F)F)nn2c1C | i | i | -0.2% | -1.9% | -0.8% | 5.7% | -20.8% | -0.7% | -1.0% | 0.0% | i
COc1ccc(CN(Cc2ccccn2)S(=O)(=O)c2ccc(-n3cnnn3)cc2)cc1 | i | i | 18.4% | -1.2% | -0.2% | 6.3% | 4.2% | -1.3% | 1.5% | 2.4% | i
Cc1ccc(CCNC(=O)C2CCN(C(=O)c3sccc3-n3cccc3)CC2)cc1 | i | i | ? | -1.1% | -1.8% | 8.3% | 14.8% | -0.3% | 0.8% | 0.0% | i
O=C(O)c1cccc(N2C(=O)CCC2=O)c1 | 9.51e-06M* | ? | 8.7% | 1.0% | 1.7% | -5.0% | 0.5% | -0.6% | 0.4% | 5.4% | 1.07e-05M*
Cc1nc2cc(N3CCN(C)CC3)c(NC(=O)Cc3ccccc3)cc2c(=O)n1Cc1ccccc1 | ? | i | -6.1% | -1.6% | 1.0% | -2.7% | 250.6%[activator] | 0.2% | -1.2% | 0.0% | ?
CCCc1[nH]nc2c1C(c1ccccc1OC)C(C#N)=C(N)O2 (stereo not drawn) | i | ? | 7.8% | 1.7% | -0.7% | 2.2% | 97.2%[activator] | -1.7% | -0.7% | -1.9% | i
COc1cc(-c2nc(-c3ccc(Br)o3)no2)cc(OC)c1OC | . | . | 5.2% | -3.3% | -0.8% | -6.2% | . | -2.4% | -0.9% | . | .
CCn1c(C(=O)N2CCCC(C(=O)O)C2)cc2sccc21 (stereo not drawn) | i | ? | 2.8% | -0.7% | -0.2% | 12.8% | -1.1% | -5.3% | 0.3% | 2.1% | i
CC(=O)c1ccc(O)c(CN(C2CCCCC2)C2CCCCC2)c1O | i | i | -0.5%[11.4 µM] | -1.6%[11.5 µM] | -1.0%[15.4 µM] | 0.3%[9.17 µM] | . | 0.0%[15.4 µM] | -0.4%[11.5 µM] | -3.4%[9.22 µM] | i
O=C(CSc1nc2ccccc2o1)NCC(=O)c1ccccc1 | i | i | 22.2% | -1.3% | 0.5% | -3.0% | 0.2% | 0.2% | -0.7% | 0.0% | i
O=C(NCC1COc2ccccc2O1)c1ccc(NC(=O)c2ccco2)cc1 (stereo not drawn) | i | ? | -3.2% | -1.1% | -0.7% | 0.0% | 31.2%[activator] | -1.1% | -1.3% | 2.2% | i
Cn1c2ccccc2c2nnc(SCc3ccc4nonc4c3)nc21 | ? | i | 14.9% | -1.8% | 1.3% | 0.0% | 9.8% | -2.2% | -0.5% | -2.7% | ?
Cc1cccc(NC2(C(F)(F)F)N=C3SCCN3C2=O)n1 (stereo not drawn) | i | i | 5.7% | -7.5% | -3.6% | -2.6% | -0.4% | -3.2% | 1.2% | 2.6% | i
Cc1cc(C(=O)Nc2sc3c(c2C#N)CCC(C)C3)no1 (stereo not drawn) | i | i | -0.4% | -2.2% | -0.5% | 3.0% | 3.5% | -1.3% | -0.5% | 5.7% | i
COc1ccc(C2C(C#N)=C(N)Oc3n[nH]c(C)c32)cc1Cn1nnc2ccccc21 (stereo not drawn) | . | . | 5.4% | -3.2% | -0.9% | -6.2% | 68.1%[activator][46.1 µM] | 2.0% | 0.8% | 0.9% | .
CCn1c(SCC(=O)Nc2ccc(OCc3ccccc3)cc2)nnc1-c1ccco1 | i | i | 30.0% | -8.8% | -0.5% | 1.7% | 73.2%[activator] | -0.1% | -7.4% | 1.6% | i
COC(=O)[C@@]1(Cc2ccccc2)[C@@H]2[C@@H](CC(=O)[C@H]2CC(=O)C(=O)N(C)C)CN1C(=O)c1ccccc1 | . | . | 19.6% | -1.2% | -1.1% | . | . | -1.6% | -0.9% | . | .
CC(C)(Oc1cccc2ccccc12)C(=O)O | i | i | 7.6% | 3.9% | 0.2% | 8.3% | -3.4% | 0.0% | 0.8% | 0.0% | i
CC1(C)Cc2c(c(=S)nc(-c3ccccc3)n2CCO)CO1 | i | i | -2.1% | -2.7% | -1.6% | 10.4% | -3.1% | -4.4% | -1.0% | 0.0% | i
CCOC(=O)C(CCc1nnc(N)s1)C(=O)OCC | . | . | 17.6% | 0.2% | 1.2% | -14.6% | -2.6% | -2.6% | -0.9% | 0.0% | .
CC(=O)c1cccc(NC(=O)c2cc(-n3cnnc3)ccc2Cl)c1 | i | i | 2.4% | 0.1% | -0.6% | 10.0% | 7.4% | 0.9% | 0.6% | 2.7% | i
C=CCOC(=O)COc1ccc2c(C)c(C)c(=O)oc2c1 | . | . | 4.2% | 1.2% | 1.4% | -1.7% | 5.0% | 2.8% | 0.5% | 0.9% | .
Cc1ccc(NCc2nnc(SCC(=O)NCc3ccco3)n2CC2CCCO2)cc1Cl (stereo not drawn) | i | ? | 5.2% | 0.5% | 0.2% | 0.0% | 21.6% | -1.3% | -3.4% | -2.7% | i
Cc1c(NC(=O)COc2ncnc3c(Cl)cc(Cl)cc23)c(=O)n(-c2ccccc2)n1C | i | i | 1.5% | 1.7% | 0.2% | -4.0% | 8.6% | 4.1% | 0.4% | -4.1% | i
